mIAP inh: mouse IAP inhibition. purified mouse IAP, CDP-Star luminescence, 30 min. inhibition, % at 10 µM. 0.2% of 330,000 active;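 active means inhibition of at least 40% at 10 µM in the primary screen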;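 further: plate controls were DMSO with enzyme for no effect and no enzyme wells for full effect; values of inactives mirror those of a sister screen read the other way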
TIM10 inh: TIM10 yeast growth inhibition. S. cerevisiae TIM10 strain growth, BacTiter-Glo luminescence, 24 h. inhibition, % at 10 µM. 1.4% of 330,000 active. AID 463195;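 active means inhibition of 40% or more at the single tested concentration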;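 further: wild-type TIM10 isogenic control strain grown at permissive 25 °C; 0% = DMSO yeast wells and 100% = minimal medium wells without yeast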
APOBEC3A inh: inhibitors of human APOBEC3A DNA deaminase | inhibition, % at 20 µM | P31941 | 0.41% of 330,000 active | recombinant A3A, FAM/TAMRA ssDNA deamination fluorescence | AID 493011;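 active means at least 40% inhibition at 20 µM here, with at most 30% in a related deaminase screen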;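 further: plate controls were A3A with DMSO for no effect and wells lacking A3A enzyme for full effect; some results filed as inactive read as strong as hits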
Target sequence (P31941 whole entry, looked up): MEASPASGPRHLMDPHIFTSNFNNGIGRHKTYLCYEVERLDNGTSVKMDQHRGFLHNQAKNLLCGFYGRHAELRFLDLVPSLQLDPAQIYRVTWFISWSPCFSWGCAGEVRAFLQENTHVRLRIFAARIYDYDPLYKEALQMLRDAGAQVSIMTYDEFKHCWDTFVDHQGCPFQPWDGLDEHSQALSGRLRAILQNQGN
MIN6 prolif: induces beta-cell replication in MIN6 cells; proliferation, % at 10 µM; 0.29% of 330,000 active; AID 2380; MIN6 cells proliferation, ATPlite luminescence, 48 h; cells starved in 0.2% serum; 100% = growth in 10% serum;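 active means compounds whose signal lies at least 3.5 SD above the mean of all wells on their plate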;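 further: 0% = DMSO-treated cells in low-serum medium and 100% = 10% serum control; some compounds called inactive have numbers as strong as hits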
tim10-1 inh: growth inhibitors of tim10-1 mutant yeast; S. cerevisiae tim10-1 ts strain growth, BacTiter-Glo, 24 h; inhibition, % at 20 µM; 2.2% of 330,000 active; AID 463190;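 active means inhibition of at least 40%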;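 further: mutant grown at 25 °C; 0% = DMSO wells with yeast and 100% = wells holding no yeast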
NLRP3 yeast inh: NALP3 inhibition in yeast; AID 2825; 0.39% of 330,000 active; Yeast reconstituted NLRP3/ASC/caspase-1, beta-gal luminescence, 24 h; inhibition, % at 10 µM;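 active means inhibition of 50% or more; inactive means inhibition below 50%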;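 further: plate controls were induced DMSO wells for no effect and uninduced yeast grown without galactose for full effect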
mIAP act: increases mouse intestinal alkaline phosphatase activity | activation factor at 10 µM | muIAP, CDP-Star luminescence, 30 min; stronger effect = higher value; 1 = vehicle-only enzyme signal, 0 = enzyme-free wells | 0.24% of 330,000 active | AID 2805;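 active means activation factor of at least 2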; further: the source names both 10 and 20 µM as test concentration; values of inactives mirror those of a sister screen read the other way
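Assay system: mouse IAP enzyme; Reagent: CDP-Star chemiluminescent phosphatase substrate; Compound: DMSO-dissolved test compounds; Incubation: 30 min, room temperature; Technique: luminescence from enzymatic CDP-Star hydrolysis; Controls: DMSO-only wells and no-enzyme negative control.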
APOBEC3G inh: APOBEC3G (human) deaminase inhibition; inhibition, % at 20 µM; 0.28% of 330,000 active; recombinant A3G, ssDNA deamination FAM/TAMRA fluorescence;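 active means inhibition of at least 40% at 20 µM, with no more than 30% in the related APOBEC3A deaminase screen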;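 further: plate controls were DMSO wells with A3G for no effect and wells lacking A3G enzyme for full effect; some compounds called inactive have numbers as strong as hits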
hIAP block: human IAP inhibition; purified IAP, CDP-Star luminescence, 30 min; inhibition, % at 10 µM; 0.12% of 330,000 active; AID 2544;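 active means inhibition reaching a set limit with compound at 10 µM in the primary screen, cut at about 35% in these data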;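 further: plate controls were DMSO wells with enzyme for no effect and no-enzyme buffer wells for full effect; values of inactives mirror those of a sister screen read the other way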
Target sequence (P09923 whole entry, looked up): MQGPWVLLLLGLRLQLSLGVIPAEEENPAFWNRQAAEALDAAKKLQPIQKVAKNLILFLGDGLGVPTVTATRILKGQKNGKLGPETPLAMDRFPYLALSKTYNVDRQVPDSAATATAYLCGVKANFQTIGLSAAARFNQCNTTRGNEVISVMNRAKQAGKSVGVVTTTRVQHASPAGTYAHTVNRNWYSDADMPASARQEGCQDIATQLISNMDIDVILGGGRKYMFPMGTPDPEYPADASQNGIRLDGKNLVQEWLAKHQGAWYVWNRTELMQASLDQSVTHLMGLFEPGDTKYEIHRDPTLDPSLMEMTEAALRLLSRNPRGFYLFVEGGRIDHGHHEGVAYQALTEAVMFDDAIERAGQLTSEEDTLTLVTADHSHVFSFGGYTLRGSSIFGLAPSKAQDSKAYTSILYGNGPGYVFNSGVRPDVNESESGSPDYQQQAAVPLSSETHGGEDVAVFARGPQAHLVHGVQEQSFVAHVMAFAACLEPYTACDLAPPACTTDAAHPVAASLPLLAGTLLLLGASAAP
An asterisk follows results filed as active; . = no result given.

compound	mIAP inh	TIM10 inh	APOBEC3A inh	MIN6 prolif	tim10-1 inh	NLRP3 yeast inh	mIAP act	APOBEC3G inh	hIAP block
Cc1c(Br)c([N+](=O)[O-])nn1C(C)C(=O)Nc1nccs1 (stereo not drawn)	5.9	-0.2	-1.1	-2.1	-7.6	3.4	0.941	37.7	12.9
CCCC(=O)Nc1cc(C(=O)O)ccc1S(=O)(=O)c1ccc(Cl)cc1	-8.7	-3.1	1.0	0.0	1.6	14.6	1.09	-0.1	2.3
O=C(NC(NC(=O)c1ccccc1)c1cccc([N+](=O)[O-])c1)c1ccccc1	-4.2	6.1	-1.4	0.0	8.9	11.5	1.04	-4.2	9.2
CC(=O)OCC(=O)Nc1ccc(SC(F)F)cc1	-1.1	6.2	3.0	-2.5	2.8	7.7	1.01	-0.4	11.7
Cc1cccc(NC(=O)CSc2ccc(-c3ccccn3)nn2)c1C	4.7	6.8	3.6	4.9	28.0	9.0	0.953	-1.0	-7.1
Fc1cccc(NC(=S)Nc2ccc(Br)cc2)c1	-20.4	19.0	3.7	-7.0	29.4	37.3	1.2	0.6	15.6
COc1ccccc1NC(=O)Cc1nnc(SCC(=O)NC2CCCC2)n1C	4.3	12.5	0.2	-1.7	10.2	0.7	0.957	-4.3	7.5
O=C(CCNS(=O)(=O)c1ccccc1)NNC(=O)COc1ccccc1F	32.5	-5.6	0.8	-3.8	-1.3	12.9	0.675	-1.7	-43.7
Cc1ccc(F)cc1NC(=O)c1c(-c2ccccc2)noc1C	-3.0	13.8	-1.9	5.6	39.1	16.9	1.03	-6.5	-12.1
COc1cccc(C2c3[nH]c4ccccc4c3CCN2CCCn2cccn2)c1 (stereo not drawn)	3.8	6.6	-1.3	-1.6	22.0	15.8	0.962	-2.4	4.8
CCOc1ccc(N2C(=O)/C(=C/c3cccs3)N(C)C2=S)cc1	8.3	4.4	1.7	0.0	1.6	13.7	0.917	-3.8	-15.2
COc1ccc(OC2CCN(S(=O)(=O)c3ccc(C(C)=O)cc3)CC2)cc1	-1.6	15.2	-0.1	-1.3	35.2	13.9	1.02	-4.5	2.1
Cc1ccc(-n2c(=O)cc(N3CCCCCC3)[nH]c2=O)cc1	1.6	3.2	-1.1	-2.6	8.4	20.8	0.984	1.3	-0.1
COC(=O)[C@@]12CCCN1[C@H](c1ccc(-c3ccc4c(c3)OCO4)cc1)[C@H]1C(=O)N(C)C(=O)[C@H]12	9.5	-3.1	-2.0	-1.9	-6.0	-0.4	0.905	-2.2	8.4
CN(C)c1ccc(C(=O)N(Cc2ccccc2)Cc2ccccc2)cc1	9.9	5.1	-8.9	-2.2	14.3	-2.3	0.901	-6.5	-8.7
C/C(=N\NC(=O)c1c([N+](=O)[O-])c(C)nn1C)c1ccc(NC(=O)c2ccc(C)o2)cc1	4.6	-3.8	-2.0	-0.7	-6.5	9.2	0.954	-5.8	-8.4
O=C(NC1CCCCC1)c1ccccc1-c1ccccc1	-0.6	1.1	3.1	-3.0	-5.4	8.7	1.01	-1.3	-12.6
CCc1ccc(C(C(=O)NC2CCCC2)N(C(=O)c2csnn2)C2CC2)cc1 (stereo not drawn)	8.4	5.4	-2.1	-4.8	18.5	24.1	0.916	-8.7	7.1
Cc1cc(Cl)ccc1OCC(=O)n1cc(C(=O)c2cc(Cl)ccc2O)cn1	6.4	34.0	-2.3	1.5	21.8	-2.1	0.936	-4.2	-25.3
COC(=O)c1ccc(N2Cc3ccccc3/C2=N\C(=O)Nc2ccccc2)cc1	8.4	-9.2	-1.2	-0.2	9.5	19.8	0.916	-5.5	-1.1
COc1cc(-c2c(C(C)=O)c(C)nc3c2C(=O)c2ccccc2-3)cc(OC)c1OC	1.9	13.9	-1.1	0.6	16.7	18.5	0.981	-7.6	8.3
Cn1c(SCC(=O)N2c3ccccc3CCc3ccccc32)nnc1-c1ccc(O)cc1	-1.2	8.9	0.7	0.8	19.9	18.9	1.01	-5.0	-4.4
Cc1nnc(Nc2ccc(O)cc2)[nH]c1=O	3.8	8.1	6.2	5.4	-7.0	14.0	0.962	-1.6	12.8
COc1cccc(C(=O)NNC(=O)Cc2ccc([N+](=O)[O-])cc2)c1	16.1	3.7	-3.8	0.7	-9.0	-3.4	0.839	-3.5	-25.5
CC1=Nn2c(nnc2-c2ccccc2F)SC1	21.5	6.3	-0.8	-3.1	8.9	-0.5	0.785	-6.4	23.8
O=C(CCC(=O)NNC(=O)Cc1ccccc1)NCc1ccccc1	18.0	8.6	1.6	-1.9	1.2	18.5	0.82	-3.3	-23.9
Cc1ccc(C(=O)Nc2ccc(Oc3cccc(C(F)(F)F)c3)nc2)cc1	-8.4	-2.6	-0.7	0.2	-12.2	7.6	1.08	-10.3	3.3
Nc1nnc(SCC(=O)NCC(=O)Nc2ccc(F)c(F)c2F)s1	-1.8	8.1	-1.3	-2.8	-0.5	10.1	1.02	-9.5	-11.7
COc1ccc(-n2nnc3c(SCC(=O)NCC4CCCO4)ncnc32)cc1 (stereo not drawn)	3.5	11.0	-5.7	2.0	25.8	8.5	0.965	-3.2	10.3
CCOC(=O)CSc1ccc(C(=O)Nc2ccc(Cl)cc2)cn1	7.5	12.7	-3.3	-5.4	8.7	16.2	0.925	-6.3	13.6
CCC1(C)N=C(N)Nc2nc3cc(C)c(C)cc3n21 (stereo not drawn)	-4.9	-7.8	2.5	1.1	13.0	8.1	1.05	-3.2	-22.2
O=C(CSc1nnc(CNC(=O)c2ccc(F)cc2)o1)NCc1ccc(F)cc1	4.2	4.9	0.2	2.7	-2.1	24.5	0.958	-1.6	3.2
CC(C)N(C(=O)[C@H]1C[C@H](CC(=O)NCC23CC4CC(CC(C4)C2)C3)C(=O)N2CCc3c([nH]c4cc(-c5ccco5)ccc34)[C@]12C)C(C)C	-36.8	0.6	-0.4	.	25.1	.	1.41	-3.5	.
CCc1ccc(NC(=O)COC(=O)CN2C(=O)COc3ccccc32)cc1	11.4	-5.3	2.8	0.0	18.2	4.2	0.886	1.9	5.8
CC(=O)c1cccc(NC(=O)c2c(-c3c(F)cccc3Cl)noc2C)c1	6.4	6.4	0.3	3.2	9.3	9.1	0.936	-2.8	-5.8
COc1ccc2sc(-c3ccc(S(C)(=O)=O)cc3)c(-c3ccc(SC)cc3)c2c1	-3.2	3.1	2.4	-2.0	3.3	22.1	1.03	-5.6	-6.6
Cc1ccc(-n2c(SCC(=O)c3c(N)n(C)c(=O)n(C)c3=O)nc3sc4c(c3c2=O)CCCC4)c(C)c1	1.1	2.5	2.6	0.0	17.3	5.8	0.989	-2.4	18.6
C=CS(=O)c1sc(Cl)c(N2CCOCC2)c1[N+](=O)[O-] (stereo not drawn)	13.9	67.8*	17.4	-5.4	79.3*	1.8	0.861	7.0	26.5
CCCCc1c(O)nc(SCC(=O)N2CCOCC2)n(-c2ccccc2OC)c1=O	-5.3	-15.1	-0.9	1.4	18.3	7.9	1.05	-4.2	-14.6
C=CCn1c(SCC(=O)c2c(N)n(C)c(=O)n(C)c2=O)nnc1-c1ccoc1C	-14.7	-0.7	-3.8	0.7	7.9	7.0	1.15	-6.2	-6.7
Cc1sc2nc(-c3ccccc3)oc(=O)c2c1C	4.6	14.9	-3.1	2.5	12.7	20.3	0.954	-5.7	20.1
Cc1n[nH]c(C)c1CCN(C)Cc1cn(C)nc1-c1ccccc1F	1.0	-11.0	2.8	-2.6	-7.5	-1.7	0.99	-5.2	-5.9
Cc1cc(N/N=C/c2c(O)ccc3ccccc23)nc(-c2ccccc2O)n1	14.4	2.7	-1.2	-5.2	31.2	19.5	0.856	-4.6	-17.1
Cc1ccccc1-c1nc2sc3c(c2c(=O)n1N)CCCC3	-0.6	0.7	-0.3	-0.3	26.2	6.5	1.01	-8.0	-23.8
C=CCOc1cccc(C2/C(=C(/O)c3ccccc3)C(=O)C(=O)N2CCN2CCOCC2)c1 (stereo not drawn)	-6.1	-12.1	4.2	-1.6	10.9	6.4	1.06	1.6	-5.8
O=C(COc1ccc([N+](=O)[O-])cc1)Nc1ccc(N2CCN(C(=O)c3ccco3)CC2)cc1	-6.3	-5.1	-5.0	2.1	10.8	16.0	1.06	-2.0	-21.0
CCn1c(-c2cc(-c3cccc(OC)c3)nc3ccccc23)n[nH]c1=S	12.4	36.6	1.2	-1.5	42.7*	32.5	0.876	3.5	8.8
C=CCc1cccc(/C=N/c2ncccc2O)c1O	38.1	4.3	-7.1	0.3	8.8	12.1	0.619	-6.2	-12.9
c1cncc(-c2nc3cc4ccccc4cc3[nH]2)c1	10.2	9.1	1.3	-4.0	19.2	25.9	0.898	-6.8	-2.8
CNC(=O)NC(=O)CSc1nnc(-c2ccc(F)cc2)n1CC1CCCO1 (stereo not drawn)	8.3	19.9	-2.0	4.0	4.6	16.8	0.917	-6.7	2.6
Cc1nn(C(C)CC(=O)O)c(C)c1Br (stereo not drawn)	2.3	6.7	-1.0	-2.5	1.2	14.1	0.977	-3.1	-0.2
CCOC(=O)c1cnc2nc(C(F)(F)F)[nH]n2c1=O	9.3	-0.7	-3.8	-2.7	2.2	6.3	0.907	-5.4	-4.9
Cc1cc(C(F)F)nn1CC(=O)NCc1ccc(Cl)cc1Cl	0.0	-20.3	8.1	-3.6	23.0	-5.6	1	3.2	16.4
O=C(NNC(=S)NCc1ccccc1)c1ccc2c(c1)OCO2	9.3	-5.2	-0.1	0.0	14.2	6.2	0.907	-5.3	1.1
CCN(CC)C(=O)[C@H]1C[C@H](CC(=O)NC/C=C(\C)CCC=C(C)C)C(=O)N2CCc3c([nH]c4cc(CCC(=O)N(C)C)ccc34)[C@]12C	-26.5	2.7	2.5	.	22.4	.	1.25	5.1	.
O=C(c1ccco1)N1CCN(S(=O)(=O)c2ccc(F)cc2)CC1	7.1	6.3	0.8	1.4	12.7	8.3	0.929	3.0	-5.8
CCC(NC(=O)NC1=NCCS1)(C(F)(F)F)C(F)(F)F	8.8	1.5	0.7	0.0	13.9	8.0	0.912	-2.5	3.5
Cc1sc2ncnc(N3CCC(C(=O)NNC(=O)COc4ccc(Br)cc4)CC3)c2c1C	10.2	7.7	-5.3	-5.8	17.2	17.7	0.898	-3.4	-64.2
COc1ccc2c(c1)CCC/C2=N\OC(=O)c1ccccc1F	5.5	38.3	4.0	0.7	19.6	12.6	0.945	-6.7	-10.9
C[C@@H]1C(c2cccc(Cl)c2)=NN(c2ccc(Br)cc2)[C@H]1C(=O)N1CCOC1=O	-12.3	18.8	1.4	.	28.3	.	1.12	0.7	.
Fc1ccc(-n2nnnc2-c2cnc(-c3cccs3)nc2C(F)(F)F)cc1	4.7	32.7	-5.8	-5.8	40.5*	-18.2	0.953	-4.7	-14.5
COc1ccc(Cl)cc1S(=O)(=O)Nc1ncn[nH]1	1.5	-14.5	-2.5	-0.6	4.6	-2.1	0.985	-8.9	-3.8

Screens deposited in PubChem by Sanford-Burnham Center for Chemical Genomics.
